West Nile virus CPE – West Nile virus antiviral activity, cell-based, CPE readout (AID 1621); one-dose CPE inhibition, % at 10 µM; IC50 in µM for titrated hits; hit rate 0.02% among 290,000; West Nile virus-infected cells, CPE inhibition; higher % means a stronger effect; in the data active means a potency from the dose series; further: strong numbers were not always called active
P. falciparum M17LAP – P. falciparum M17LAP inhibitors, primary screen, biochemical, fluorogenic H-Leu-NHMec substrate, 1536-well (AID 1619); recombinant M17LAP, H-Leu-NHMec fluorogenic kinetic assay; higher % means a stronger effect; inhibition, % at 30 µM; hits with a dose series show IC50 in µM; hit rate 0.38% among 220,000;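 active means compound inhibiting the enzyme by more than half at any dose during confirmatory dose-response retesting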;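 further: plate controls were full reaction with DMSO carrier for no effect and no enzyme background for full effect; strong numbers were not always called active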
XIAP displacement – small molecules displacing peptide from XIAP – biochemical, IAP family, fluorescence polarization (AID 1018); one-dose displacement, % at 20 µM; IC50 in µM for titrated hits; hit rate 0.007% among 200,000; XIAP BIR domain, fluorescence polarization peptide displacement; higher % means a stronger effect; in the data active means displacement above about 50%; further: a part of the inactive calls stands beside numbers as strong as those of hits
CSM14.1 death rescue – rescue of cells from ER stress-induced death, primary screen, 384-well, CSM14.1, thapsigargin, ATP luminescence (AID 1222); CSM14.1 thapsigargin-induced death rescue, ATP luminescence; higher % means a stronger effect; one-dose cellular ATP content (survival), % at 20 µM; EC50 in µM for titrated hits; 190,000 tested, under 10 active;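 active means EC50 below 50 µM in the dose-response confirmation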;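 further: death triggered by thapsigargin at about 15 µM added after 2 h compound pretreatment; cell ATP read after overnight thapsigargin exposure of roughly 18 to 22 hours; normalized against plate controls of thapsigargin alone and 5% DMSO vehicle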
P. falciparum M1AAP – malaria alanyl aminopeptidase activity blockers – biochemical, fluorogenic H-Leu-NHMec substrate, 1536-well (AID 1445). recombinant M1AAP, H-Leu-NHMec fluorogenic kinetic assay; higher % means a stronger effect. inhibition, % at 30 µM, or IC50 in µM where a hit was titrated. hit rate 0.42% among 220,000;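 active means primary inhibition above the hit cutoff, then over 50% inhibition at one or more dose response concentrations, cut at about 23% in these data, passing the limit was not always enough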;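 further: plate controls were DMSO full reaction for no effect and no enzyme background for full effect; strong numbers were not always called active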
Yfh1-depleted yeast – mitochondrial function rescue without frataxin homolog – Friedreich's ataxia, plus single-dose screen, dose response (AID 1465). S. cerevisiae Yfh1-off respiration, WST-1 reduction, 72 h; higher fold induction means a stronger effect. fold induction at 50 µM; hits with a dose series show EC50 in µM. hit rate 0.074% among 220,000;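 active means fold induction of absorbance versus untreated yeast above a set limit, then at least 30% activation at any dose in follow-up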;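 further: activators that raise dye reduction in frataxin-depleted yeast; strong numbers were not always called active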
Salmonella PhoP GFP – PhoP-dependent GFP reporter repression – Salmonella Typhimurium, primary screen (AID 1863) | S. Typhimurium PhoP-regulated promoter GFP reporter, 4 h; higher % means a stronger effect | hit rate 0.16% among 300,000 | one-dose inhibition, % at 50 µM; IC50 in µM for titrated hits;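 active means inhibition over 29.93%, a cutoff 3 SD above the screen mean, later confirmed by dose response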;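 further: 0% = low Mg2+ inducing control and 100% = high Mg2+ repressing control; strong numbers were not always called active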
PMI inhibition – MPI inhibition at elevated mannose 6-phosphate – biochemical, fluorescence intensity, high mannose 6-phosphate, primary screen (AID 1220); hit rate 0.66% among 190,000; recombinant PMI enzyme, coupled fluorescence intensity; higher % means a stronger effect; inhibition, % at 20 µM, or IC50 in µM where a hit was titrated; in the data active means inhibition above about 50%
SIAH1 antagonists – Siah-1 peptide-binding antagonists, primary screen, biochemical, fluorescence polarization, rhodamine-plectin, uHTS (AID 1817); one-dose displacement, % at 20 µM; IC50 in µM for titrated hits; Siah-1 / rhodamine-plectin peptide fluorescence polarization; higher % means a stronger effect; hit rate 0.02% among 290,000;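 active means displacement of at least 50% at 20 µM, with a fluorescence ratio check between 0.3 and a set limit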;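 further: plate controls were Siah plus tracer with DMSO for no effect and tracer alone without Siah for full effect; strong numbers were not always called active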
Active calls of the source: *; i = inactive; · = not tested or not shown.

Compound	West Nile virus CPE	P. falciparum M17LAP	XIAP displacement	CSM14.1 death rescue	P. falciparum M1AAP	Yfh1-depleted yeast	Salmonella PhoP GFP	PMI inhibition	SIAH1 antagonists
COc1ccccc1N1CCN(C(=O)/C=C/c2ccccc2)CC1	-0.2%	9%	-6.4%	0.5%	-2%	i	1%	1%	5%
CC(C)=CC(=O)N1CCCc2ccccc21	0.1%	-1%	-1.0%	-2.6%	3%	i	-1%	10%	1%
Cc1cc(NC(=O)c2ccc(NC(=O)CC(C)C)cc2)no1	1.7%	5%	-4.1%	2.3%	9%	i	-9%	-2%	-2%
Brc1ccc(C2Nc3cccc4cccc(c34)N2)s1	0.0%	24%	4.4%	1.1%	1%	i	6%	16%	65%
O=C(c1cccc(C(F)(F)F)c1)C1CCCN(C(=O)CCc2cnccn2)C1 (stereo unspecified)	-0.8%	9%	-13%	-0.7%	-2%	i	7%	9%	-4%
Cc1nc(N)c(Cc2ccccc2F)c(N)n1	0.1%	9%	-2.1%	-0.7%	5%	i	2%	8%	17%
CC(=O)c1cccc(NC(=O)C2CCN(S(C)(=O)=O)CC2)c1	-0.4%	-5%	-1.6%	-3.0%	-7%	i	0%	2%	-2%
Cc1noc(C)c1C(=O)N1CCN(C(=O)c2sc3cc(Cl)ccc3c2Cl)CC1	-0.8%	0%	-1.2%	·	-2%	i	2%	6%	2%
O=C(c1c(Cl)cccc1Cl)N1CCN(c2cccc3[nH]ccc23)CC1	-0.1%	6%	·	·	0%	i	-7%	·	1%
O=C(Cc1cccs1)N/N=C/c1ccccc1	0.4%	-8%	·	·	-3%	i	-4%	·	11%
S=C(NCC1CCCO1)n1nnc2ccccc21 (stereo unspecified)	1.4%	·	-5.3%	-0.8%	·	i	·	-16%	-4%
N#CC1=C(N)C(C#N)(C#N)[C@H](c2ccsc2)[C@H]2COCC=C12	1.1%	-31%	-3.8%	·	5%	i	-2%	-4%	-2%
CCOc1ccccc1OCCCC(=O)Nc1sccc1C(N)=O	-0.6%	-12%	-11%	-0.2%	-1%	i	2%	16%	-7%
Cc1ccc(CC2CC(=O)N(CCc3ccc4c(c3)OCO4)C2=O)cc1 (stereo unspecified)	-0.5%	7%	-2.1%	1.3%	8%	i	-2%	5%	4%
CCCCNS(=O)(=O)c1ccc2nc(SCC(=O)Nc3cccc(F)c3)[nH]c2c1	-0.7%	-18%	-5.4%	-1.4%	1%	i	8%	0%	-3%
COc1ccc(NC(=O)C2(c3ccc(NC(=O)c4ccc(OC)cc4)cc3)CCCC2)cc1	-0.8%	3%	-2.2%	-1.0%	2%	i	-8%	-1%	5%
COc1cc(NC(=S)Nc2cccnc2)cc(OC)c1	-0.2%	1%	-8.5%	1.0%	2%	i	0%	·	4%
Cc1nn(C)c(C)c1CN(C)C(=O)C1c2ccccc2Oc2ccccc21	0.1%	-2%	1.0%	1.4%	1%	i	-12%	-5%	6%
Cc1cccc(-c2nc(CSCC(=O)N3CCN(c4ccccn4)CC3)c(C)o2)c1	-1.1%	1%	-4.1%	5.8%	5%	i	-12%	3%	4%
N#Cc1c(NC(=O)CN2CCCCC2)sc2c1CCC2	-0.1%	10%	-2.0%	0.1%	22%	i	-7%	14%	-2%
CCOc1cc(/C=N/Nc2cc(C)nc(-n3nc(C)cc3C)n2)ccc1O	-0.3%	-1%	·	·	1%	i	-6%	·	0%
CN(C)CC(O)COc1ccc(-c2ccc(C#N)cc2)cc1 (stereo unspecified)	0.3%	-10%	-4.3%	-1.0%	1%	i	4%	0%	-2%
Cc1cccc(C)c1NC(=O)c1cc2c(=O)c3ccccc3oc2nc1C(F)(F)F	0.0%	-8%	-3.8%	-2.3%	-8%	i	-5%	-2%	-3%
CN(C)Cc1nc2c(c(=O)[nH]1)C1(CCCCC1)Cc1ccccc1-2	-0.3%	2%	-7.4%	-5.9%	3%	i	-6%	-6%	-7%
Cc1ccc(CO/N=C/C2=C(Cl)c3ccccc3CC2)cc1	-0.4%	1%	-5.2%	2.7%	1%	i	-2%	2%	4%
CN(C)C(=O)CCCc1nc(-c2ccc(Cl)cc2)no1	-0.9%	2%	-4.1%	-2.9%	-1%	i	-1%	-2%	2%
Cc1cccc(C)c1NC(=O)COC(=O)c1ccc(N2CCCC2)c([N+](=O)[O-])c1	-0.2%	12%	-7.8%	-3.8%	0%	i	-10%	-8%	-5%
CSc1nc(C)nc(C2CC2)c1C#N	0.1%	-14%	·	·	3%	i	-7%	·	2%
C=CCn1c(CNC(=O)c2ccco2)nnc1SCC(=O)c1ccc(OC)cc1	-0.5%	13%	-4.2%	2.4%	0%	i	-4%	-3%	3%
COC(=O)c1sc(NC(=O)C2c3ccccc3Oc3ccccc32)c(C(=O)OC)c1C	-1.1%	10%	-3.5%	9.8%	1%	i	-42%	1%	-3%

Single records, as listed above. Order of screens: West Nile virus CPE, P. falciparum M17LAP, XIAP displacement, CSM14.1 death rescue, P. falciparum M1AAP, Yfh1-depleted yeast, Salmonella PhoP GFP, PMI inhibition, SIAH1 antagonists
CN(C)CC(O)COc1ccc(-c2ccc(C#N)cc2)cc1 (stereo unspecified) is listed with 0.3%, -10%, -4.3%, -1.0%, 1%, i, 4%, 0%, -2%
Cc1cc(NC(=O)c2ccc(NC(=O)CC(C)C)cc2)no1 is listed with 1.7%, 5%, -4.1%, 2.3%, 9%, i, -9%, -2%, -2%

Continued:
Compound	West Nile virus CPE	P. falciparum M17LAP	XIAP displacement	CSM14.1 death rescue	P. falciparum M1AAP	Yfh1-depleted yeast	Salmonella PhoP GFP	PMI inhibition	SIAH1 antagonists
O=C(c1ccccc1C(=O)N1CCN(c2ccccc2F)CC1)N1CCN(c2ccccc2F)CC1	-0.6%	-8%	1.1%	-0.1%	2%	i	-6%	9%	0%
CCOc1ccc(C(=O)CN2CCN(S(=O)(=O)c3ccc(Cl)cc3)CC2)cc1	-0.4%	37%	-1.5%	-1.9%	-1%	i	-4%	-17%	1%
CC(=O)c1cc2c(cc1N(C(=O)Cn1nnc3ccccc31)C(C(=O)NCCC(C)C)c1cccnc1)OCO2 (stereo unspecified)	-0.9%	19%	-5.5%	-0.2%	3%	i	-1%	3%	5%
O=C(Cn1c(S(=O)(=O)Cc2ccccc2)nc2ccccc21)N1CCCCC1	-0.1%	-4%	-3.9%	1.8%	14%	i	6%	-4%	-2%
CCc1c(C)[nH]c(=S)c(C#N)c1C	-0.2%	-24%	-3.9%	1.2%	-3%	i	-6%	-86%	2%
Cn1[nH]c(=O)c(Cl)c(Cl)c1=O	0.4%	0%	-3.3%	-1.6%	9%	i	-12%	2%	2%
O=C(O)CN(Cc1ccccc1)S(=O)(=O)c1ccc2c(c1)OCCO2	-0.4%	3%	-0.8%	0.5%	1%	i	-1%	6%	-4%
COC(=O)c1ccccc1NC(=O)C1CC(c2ccc(F)cc2)=NO1 (stereo unspecified)	-0.4%	10%	-5.3%	-0.2%	-4%	i	-10%	2%	-1%
CON=C1CCN(c2ncc(C(F)(F)F)cc2Cl)CC1	-0.4%	1%	-4.0%	-0.4%	5%	i	-5%	8%	0%
COc1ccc(C(=O)N/N=C(\Cc2ncc[nH]2)c2ccccc2)cc1	-1.2%	2%	-5.1%	0.8%	8%	i	7%	1%	2%
COc1ccc(N(CC(=O)NCCSCc2c(F)cccc2Cl)S(C)(=O)=O)cc1OC	-1.2%	-2%	-7.1%	-2.5%	-1%	i	-3%	-6%	2%
N/C(=N\OC(=O)c1ccc(Br)o1)c1cccnc1	0.3%	8%	-1.7%	-1.3%	1%	i	4%	-19%	-6%
OCCN1CCN(c2ncnc3nc[nH]c23)CC1	0.0%	8%	-4.1%	·	8%	i	17%	11%	13%
O=C(Nc1ncccn1)C1c2ccccc2Oc2ccccc21	0.2%	6%	-3.5%	-0.7%	3%	i	9%	-14%	2%
CC(C)Sc1snnc1-c1ccccc1	0.1%	-2%	-9.2%	-0.1%	0%	i	-2%	-5%	6%
Cc1noc(C)c1S(=O)(=O)N1CCC(C(=O)NCCN2CCC(C)CC2)CC1	0.2%	-5%	-7.1%	-1.0%	-1%	i	-8%	8%	17%
CCc1ccc(C(=O)CN2C(=O)NC(C)(CCc3ccccc3)C2=O)cc1 (stereo unspecified)	-0.9%	2%	-1.3%	0.2%	0%	i	-3%	2%	9%
COc1ccc(NC(=O)CCN2CCN(S(=O)(=O)c3ccc(OC)cc3)CC2)cc1	0.6%	0%	-1.6%	-9.4%	1%	i	1%	-8%	12%
Cc1ccccc1NC(=O)c1onc2c1CCCC2	-0.1%	-10%	-3.7%	-4.0%	9%	i	3%	-5%	2%
COCCOc1ccc(C(F)(F)F)cc1N	0.3%	14%	-6.2%	0.0%	-2%	i	-4%	8%	1%
S=c1[nH]nc(Cn2cnc3ccccc32)n1-c1ccccc1Cl	0.1%	5%	·	·	-2%	i	-12%	·	-3%
CCOC(=O)C1CCN(S(=O)(=O)c2cccc(-c3cn4cccnc4n3)c2)CC1	0.3%	-109%	-4.9%	-0.4%	-1%	i	-6%	-8%	4%
O=[N+]([O-])c1ccc2nc(CN3CCCCC3)[nH]c2c1	-0.4%	6%	-4.6%	-0.3%	4%	i	-9%	18%	-3%
Cn1c(=O)[nH]c(=O)c2c1nc(N1CCCCC1)n2CCCSc1nc2ccccc2s1	11%	-3%	-5.1%	-2.0%	13%	i	-3%	12%	-2%
C(=NC12CN3CN(CN(C3)C1)C2)c1ccc2c(c1)OCO2	0.3%	-1%	-5.0%	-1.1%	2%	i	3%	0%	2%
COc1cc(C(=O)NNC(=O)c2ccc(S(=O)(=O)N3CCCCC3)cc2)cc(OC)c1OC	-0.3%	-19%	-5.2%	2.3%	-4%	i	20%	2%	-3%
CC1=NN(C(N)=S)C(=O)C1N=Nc1ccc(O)cc1 (stereo unspecified)	-2.1%	5%	-5.6%	1.5%	8%	>100µM*	7%	12%	-2%
COc1ccc(CC2(CO)CCN(Cc3ccc(NC(C)=O)cc3)CC2)cc1	-0.8%	3%	-5.7%	-1.3%	-3%	i	4%	6%	-1%
O=C(CSc1nnc(-c2ccc(O)cc2)n1Cc1ccco1)N1CCc2ccccc2C1	-0.4%	13%	-5.8%	2.3%	14%	i	-6%	4%	2%
O=C(/C=C/c1ccccc1[N+](=O)[O-])Nc1ccccc1	-0.4%	0%	-23%	0.2%	3%	i	7%	17%	5%
CCSc1nc(O)cc(=O)n1CC	0.5%	2%	-0.8%	-0.9%	-4%	i	3%	3%	7%

Assay outcomes from PubChem.
